# RXFP1 antagonist: antagonists of human relaxin receptor RXFP1 | AID 1259400 | HEK293-RXFP1, relaxin-stimulated cAMP HTRF, 30 min; stronger effect = lower value | Q9HBX9 | activity change, negative = inhibition, % at 57.5 µM | 0.59% of 350,000 active;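 active = activity change of -60% or lower, but not beyond a set lower limit; inconclusive = change between -60% and -40%, or beyond the set limit; inactive = change above -40%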; note: % is set by controls: 0 for no effect and ±100 for the full control effect
# TRHR PAM: allosteric enhancers of human TRH receptor; TRHR cells, fluo-8 calcium fluorescence, EC20 TRH enhancement; enhancement, % at 2 µM; 0.66% of 360,000 active; AID 493056; in the data active = enhancement above about 30%; note: 0% is about no effect
# Target sequence (P34981 whole entry, looked up): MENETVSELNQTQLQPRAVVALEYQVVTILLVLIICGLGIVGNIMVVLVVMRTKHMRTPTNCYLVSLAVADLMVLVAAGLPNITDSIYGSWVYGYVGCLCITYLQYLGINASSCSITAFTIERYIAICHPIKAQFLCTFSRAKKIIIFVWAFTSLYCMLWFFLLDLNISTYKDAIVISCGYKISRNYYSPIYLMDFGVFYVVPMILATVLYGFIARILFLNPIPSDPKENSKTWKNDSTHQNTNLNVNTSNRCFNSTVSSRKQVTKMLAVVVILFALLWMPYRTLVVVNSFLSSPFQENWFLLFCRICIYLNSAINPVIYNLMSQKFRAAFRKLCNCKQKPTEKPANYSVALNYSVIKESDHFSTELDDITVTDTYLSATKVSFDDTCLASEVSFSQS
#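 Enhancer read-out: after compound pinning and an initial kinetic agonist-mode read, an EC20 of TRH (10 nM final) was injected and fluo-8 calcium signal (Ex 480/Em 530) followed at 1 s/cycle for 100 cycles in TRHR-expressing cells.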
# Anesthetic bind: candidate novel general anesthetic via apoferritin binding; P02791; apoferritin/1-aminoanthracene competitive binding, fluorescence; Potency, µM (series often up to 77.5 µM), without a hit: at the top dose activity change, negative = displacement, usual class: inhibitors; 0.074% of 350,000 active; AID 485281; note: potency is the fitted concentration of half-maximal effect; % is set by controls: 0 for no effect and ±100 for the full control effect; nearly all actives have a fitted effect of over 20% in size
# Target sequence (P02791 2-175 limits assumed): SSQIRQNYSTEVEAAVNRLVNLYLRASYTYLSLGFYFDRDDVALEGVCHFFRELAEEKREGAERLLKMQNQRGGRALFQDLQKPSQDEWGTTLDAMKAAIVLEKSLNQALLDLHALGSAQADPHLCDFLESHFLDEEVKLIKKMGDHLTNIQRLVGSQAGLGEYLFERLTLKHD
#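 Concentration-response curves derived by four-parameter Hill fitting of normalized fluorescence, where compounds displaced 1-AMA from 10 uM horse apoferritin following a brief 10 min room-temperature incubation; propofol titration acted as positive control.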
# TRHR agonist: TRH receptor (human) agonism | P34981 | TRHR cells, calcium flux fluo-8, FDSS agonist mode | activation, % at 2 µM | 0.18% of 360,000 active | AID 493084; in the data active = activation above about 30%; note: 0% is about no effect
#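 TRHR-expressing cells loaded with fluo-8 calcium dye; 23 nL library compound pin-transferred, kinetic FDSS fluorescence (Ex 480/Em 530) recorded about 180 s for agonist-induced calcium release, before a 10 nM TRH EC20 addition for potentiator mode.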
# D1 agonist: human D1 receptor agonism; activation, % at 2 µM; HEK293 T-REx D1 cells, calcium flux, agonist mode; 1% of 360,000 active; AID 504660; in the data active = activation above about 30%; note: 0% is about no effect
#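 Inducible HEK293 T-REx D1 cells, force-coupled to calcium signalling, were plated at 4000 cells/well with tetracycline and held overnight at 30 C. After no-wash calcium dye loading, compound-evoked calcium rise over 180 s flagged agonists.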
# D1 antag: antagonists of human D1 dopamine receptor. activity change, negative = inhibition, % at 10 µM. HEK293 TREx D1 cells, calcium flux, dopamine EC80; stronger effect = lower value. AID 504652. P21728. 3.2% of 360,000 active; in the data active = activity change below about -30%; note: % is set by controls: 0 for no effect and ±100 for the full control effect
#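 Inducible Hek293 Trex D1 cells (tetracycline, overnight, 30 C). Calcium dye 30–90 min RT. Antagonist mode: EC80 dopamine added after 180 s compound read.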
# D2 PAM: positively modulates the human D2 dopamine receptor allosterically | potentiation, % at 10 µM | 0.34% of 340,000 active | AID 485347 | HEK293 T-REx D2, calcium flux, EC20 dopamine potentiation | P14416;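 active = potentiation over 3 SD above the plate norm, cut at about 30% in these data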; note: 0% is about no effect
# Target sequence (P14416 whole entry, looked up): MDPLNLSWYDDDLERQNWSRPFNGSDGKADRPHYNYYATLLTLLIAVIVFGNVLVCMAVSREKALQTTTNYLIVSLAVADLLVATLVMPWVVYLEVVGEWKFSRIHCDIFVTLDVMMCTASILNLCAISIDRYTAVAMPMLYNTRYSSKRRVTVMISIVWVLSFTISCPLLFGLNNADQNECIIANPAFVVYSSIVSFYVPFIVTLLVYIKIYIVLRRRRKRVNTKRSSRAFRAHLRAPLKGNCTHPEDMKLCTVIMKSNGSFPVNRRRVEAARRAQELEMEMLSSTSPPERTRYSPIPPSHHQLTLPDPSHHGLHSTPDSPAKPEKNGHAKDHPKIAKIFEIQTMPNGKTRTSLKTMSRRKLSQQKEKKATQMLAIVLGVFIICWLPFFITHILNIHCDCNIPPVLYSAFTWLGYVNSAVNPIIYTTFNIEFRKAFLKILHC
#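 Primary screen. Calcium kinetics in induced HEK293 T-REx D2 cells: compound pre-addition 180 s, EC20 dopamine, 180 s more.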
# RXFP1 ag: agonists of human relaxin receptor RXFP1; Q9HBX9; HEK293T-RXFP1 cAMP TR-FRET, 30 min; response scale: percent of porcine relaxin response, buffer zero; Potency, µM (doses to about 57.5 µM), without a hit: top-dose activation, actives largely listed as activators; 0.3% of 370,000 active; AID 2676; note: potency is the fitted concentration of half-maximal effect; % is set by controls: 0 for no effect and ±100 for the full control effect; nearly all actives have a fitted effect of over 60% in size; many of its hits are not listed in these tables
#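 Agonist response is measured as cAMP accumulation in an RXFP1-transfected HEK293T line under PDE4 inhibition. Values are scaled between buffer-only and 29 nM porcine relaxin, and EC50s come from standard Hill equation fits.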
# D1 potentiator: enhances dopamine response at the human D1 receptor. P21728. HEK293 TREx D1 cells, calcium flux, dopamine EC20 potentiation. potentiation, % at 10 µM. 0.036% of 360,000 active; in the data active = potentiation above about 30%; note: 0% is about no effect
# * hit, by the source's call; ? = inconclusive; · = not tested or not shown; & = joins results of further samples; [ ] = another dose, or the depositor's remark. Unless noted, calls come from the whole dose curve; as a rule, active = well fitted curve in the direction sought with a large enough effect; inconclusive = small, poorly fitted or top-dose-only effect, or another doubt; inactive = no such curve, though single readings can be large; an effect the other way counts as inactive or inconclusive. Only part of the results is shown; rates above refer to the full screens.
# Start of the data: the first three records as a preview:
SMILES,RXFP1 antagonist,TRHR PAM,Anesthetic bind,TRHR agonist,D1 agonist,D1 antag,D2 PAM,RXFP1 ag,D1 potentiator
CNC(=O)Cn1c(=O)c2cccn2c2ccc(F)cc21,2,8,-3%,0.6,3,1,-4,?,-2
C=CCNC(=O)C(=O)Nc1cc2c3c(c1)CCC(=O)N3CCC2,-4,-2,-2%,-2.2,2,7,-2,-2.8%,9
O=C1CC(c2ccco2)CC2=C1C(c1ccc(O)cc1)n1nc(C(F)(F)F)nc1N2 (centres undefined),·,-2,·,-1.4,2,-9,·,·,-1

# The listing (from the top)
SMILES,RXFP1 antagonist,TRHR PAM,Anesthetic bind,TRHR agonist,D1 agonist,D1 antag,D2 PAM,RXFP1 ag,D1 potentiator
CNC(=O)Cn1c(=O)c2cccn2c2ccc(F)cc21,2,8,-3%,0.6,3,1,-4,?,-2
C=CCNC(=O)C(=O)Nc1cc2c3c(c1)CCC(=O)N3CCC2,-4,-2,-2%,-2.2,2,7,-2,-2.8%,9
O=C1CC(c2ccco2)CC2=C1C(c1ccc(O)cc1)n1nc(C(F)(F)F)nc1N2 (centres undefined),·,-2,·,-1.4,2,-9,·,·,-1
O=C(NCCc1ccccc1)C1CCCN(S(=O)(=O)c2cccc3nsnc23)C1 (centres undefined),7,-5,-1%,-0.2,0,4,-13,0.1%,-6
CCc1ccc(C(=O)NNC(=O)CN2C(=O)NC3(CCCC3)C2=O)cc1,-3,0,·,0.5,3,-8,-4,0.3%,-4
Cc1ccc(NC(=O)c2cnc(SCC(=O)Nc3cc(C)on3)n(C)c2=O)cc1,1,5,-9%,0.2,-3,·,-4,?,0
COC(CN(C)C(=O)c1ccc(CS(=O)(=O)c2ccccc2C)o1)OC,0,-4,5%,0.4,2,-11,-5,-1.0%,-3
CC1SC(=NC(=O)C(C)N2C(=O)c3ccccc3C2=O)NC1=O (centres undefined),-10,-5,-4%,0.1,0,-34*,5,2.7%,-4
Cc1ccc(NC(=O)N/C=C/c2ccco2)cc1,13,-1,-10%,-1.6,6,3,6,0.1%,-1
COc1cc2[nH]c(=O)n(CCC(=O)NCCC(C)C)c(=O)c2cc1OC,1,4,-1%,0.2,-1,-29,7,-0.2%,-6
CCOc1ccccc1CNC(=O)c1oc2c(c1C)-c1nn(Cc3cccc(Cl)c3)cc1CC2,?,-1,-18%,0.5,24,-12,-6,5.9%,2
CCS(=O)(=O)N1CCN(CC2CC3C=CC2C3)CC1 (centres undefined),17,0,-6%,0.3,2,2,1,1.8%,-2
COC(=O)C(NNc1ccccc1)(NC(=O)c1ccc(F)cc1)C(F)(F)F (centres undefined),20,1,-15%,0.7,0,1,6,-1.1%,16
Cc1c(C(=O)O)cccc1-c1ccc(/C=C2/NC(=O)N(c3ccccc3)C2=O)o1,-4,1,6%,0.5,1,-1,7,2.5%,-3
O=C(Nn1cnnc1)C1Cc2ccccc2CN1S(=O)(=O)c1ccc(F)cc1 (centres undefined),5,-6,1%,-0.4,-1,22,-3,-0.1%,4
COCc1cc(C)nc2c1C(=O)NC(c1ccc(F)cc1)N2Cc1ccccc1 (centres undefined),3,-5,16%,0.1,10,16,1,24%,1
Cc1cc(Nc2ccccc2)nc(-c2ccccc2O)n1,-9,6,-12%,0.4,4,-45*,12,-0.4%,-3
Cc1nc2nc(SCC(=O)NCc3ccco3)nn2c(C)c1Cc1c(F)cccc1Cl,6,4,?,-1.5,3,-4,7,3.8%,-9
C/C(N)=C(/C#N)C(=O)COC(=O)c1cc(C)n(-c2ccc(F)cc2)c1C,-9&6,4,-14%,-1.6,9,-25,15,0.3%,-6
COC(=O)COc1cccc(NC(=O)C(c2ccccc2)c2ccccc2)c1,-1,3,-13%,0.7,7,21,2,-0.9%,-4
O=C(COC(=O)C1=COCCO1)Nc1ccccc1,6,5,-5%,0.7,2,9,26,-0.1%,-2
COC(=O)C1CN(S(=O)(=O)c2ccc(NC(C)=O)cc2)CCS1 (centres undefined),-3,-6,-14%,0.8,1,-15,6,1.3%,-4
COc1ccccc1C1CCN(c2ccc([N+](=O)[O-])cn2)CC1,?,-6,0%,0.3,1,2,-1,-0.9%,-1
Cc1nc2ccc(F)cc2cc1C(=O)Nc1cccc(Cl)c1C,14,-4,0%,-0.3,0,-10,-10,2.5%,-12
CCCCN1Cc2c(nc3cc(-c4ccco4)[nH]n3c2=O)C1=O,-3,2,74%[activator],0.7,7,0,2,8.1%,0
C=CCNC(=O)COC(=O)c1cc(S(=O)(=O)N2CCOCC2)ccc1N1CCCCC1,5,8,-4%,0.4,0,3,-2,0.2%,-2
CCn1cc([N+](=O)[O-])c(C(=O)Nc2ccc(Cn3nc(C)cc3C)cc2)n1,8,0,-17%,0.1,3,10,-8,-1.7%,-7
CCOC(=O)c1c(C)noc1-c1ccc(Br)o1,-12,-2,-3%,-0.3,0,-10,2,5.5%,-6
CC(C)Cc1nc(N2CCCCC2)c(C#N)c2c1CCC2,-28,-5,-11%,0.2,2,0,2,-0.5%,2
Cc1cc(C)c2oc(-c3ccc(C)c(NC(=S)NC(=O)/C=C/c4ccco4)c3)nc2c1,-16,-6,-19%,0.0,2,5,6,-0.3%,-2
COC(=O)c1ccc2c(c1)sc(=NC(=O)c1ccc(S(=O)(=O)N3CCCCC3)cc1)n2C,-3,-1,5%,0.5,3,-9,2,?,-4
CC1CC(C)CN(S(=O)(=O)c2ccc(NC(=S)NC(=O)c3ccccc3)cc2)C1 (centres undefined),·,-1,1%,-0.5,6,1,4,-4.6%,2
Cc1ccc(S(=O)(=O)CCC(=O)N2CCN(c3nc4c(C)c(C)ccc4s3)CC2)cc1,·,-1,-9%,0.0,9,·,-1,0.3%,2
CCOC(=O)CSc1nc2sc3c(c2c(=O)n1-c1ccc(C)cc1)CCN(C)C3,1,-1,7%,9.5,17,2,-6,0.7%,-2
O=C(O)c1cnc(-c2ccccc2)nc1C(F)(F)F,-19,7,-4%,0.5,3,·,-7,0.3%,-4
CC1CCN(C(=O)c2[nH]cnc2C(=O)N[C@H](C)c2ccccc2)CC1,·,-3,·,-0.1,-1,-6,1,-0.7%,0
COc1ccc(C2Nc3ccccc3C(=O)N2NS(=O)(=O)c2ccccc2)c(OC)c1 (centres undefined),6,3,74%[activator],0.0,-3,22,11,-0.7%,3
CCN(CC)C(=O)N1CCC(NC(=O)c2ccc(C(C)(C)C)cc2)CC1,-2,3,-13%,-0.1,5,0,-5,1.4%,-5
O=C(Cn1ncc2c3ccccc3n(Cc3ccccc3)c2c1=O)NCc1ccccn1,4&-10,0&-1,-9%&1%,-0.7&-1.1,1&-1,7&21,2&18,6.8%&13%,-10&-2
O=C(NC1CC(=O)N(c2ccc(Cl)cc2)C1)C1CC1 (centres undefined),-1,13,·,-0.1,3,28,7,0.3%,-2
N=C1SCC(=O)N1c1ccccc1Cl,-4,-3,-5%,1.4,0,3,5,0.0%,1
COc1ccc(OC)c(C(=O)NC(CC(N)=O)c2ccc(NCc3ccc(F)c(F)c3)c([N+](=O)[O-])c2)c1 (centres undefined),·,36*,-23%,-0.4,2,19,0,2.3%,1
Cc1ccc(C(=O)n2c(=S)nc3ccccn32)cc1,·,-4,1%,-0.6,0,4,-15,-0.5%,-8
CCOC(=O)c1cccc(NS(=O)(=O)c2ccc(-c3coc(C)n3)cc2)c1,·,-4,-8%,-0.5,7,-18,-5,0.0%,0
CCn1cc(C(=O)N2CCN(c3ccc(C)cc3)C(C)C2)c(=O)c2cc(S(=O)(=O)N3CCCC3)ccc21 (centres undefined),-9,-6,-10%,-1.2,0,2,12,6.0%,2
O=C(Nc1cc(C(F)(F)F)ccc1N1CCOCC1)c1ccc(Cl)nc1,7,2,?,-0.9,-3,5,16,-1.0%,6
CCn1cc(C(=O)O)c(=O)c2cnc(N3CCN(C(=S)NC(=O)c4ccc(F)c(F)c4)CC3)nc21,-20,-5,-3%,-0.6,7,13,2,12%,·
CCOC(=O)N1CCN(S(=O)(=O)c2cc(OCC(=O)NC3CCCCC3)c(C)cc2Cl)CC1,-1,-11,-20%,0.1,2,3,-1,1.0%,0
CCCOc1ccc(/C=N/NC(=O)CN2CCCCC2)cc1OCC,4,-6,-4%,-1.2,2,-10,-5,0.9%,-2
CCOc1ccc(N(CC(=O)N2CCN(c3ccc(F)cc3)CC2)S(=O)(=O)c2c(C)noc2C)cc1,-12,-3,40%[activator],-0.1,1,-8,-4,1.0%,-1
Cc1csc(Nc2nc(N)c(C(=O)Nc3cc(Cl)ccc3F)o2)n1,-1,1,5%,1.6,1,-17,-3,2.4%,-5
O=c1ccn(CCc2c[nH]c3ccccc23)c2c1CCCC2,-25,6,-6%,-0.5,2,18,-19,-1.3%,0
Cc1cc(C)c2c(c1)cc(C)c1nnc(SCC(=O)Nc3ccc(S(=O)(=O)N4CCCCC4)cc3)n12,-12,9,-2%,0.2,2,-6,-2,-1.0%,-2
COc1ccc(OC)c(/C=N\NC(=O)CC(=O)NCCc2ccccc2)c1,-10,-5,120%[activator],-1.2,4,8,-12,1.2%,6
COc1ccc(CN(CC(=O)NCC2CCCO2)C(=O)CNS(=O)(=O)c2ccc(C)cc2)cc1 (centres undefined),3,-1,-7%,0.2,0,2,-11,2.2%,0
O=C1CCNc2c(Cl)cc(Cl)cc21,-4,-1,161%[activator],1.9,4,3,-7,2.0%,1
Nc1nc(Nc2cccc(F)c2)nc(NCCO)c1[N+](=O)[O-],18,14,-14%,-0.6,1,0,14,0.5%,-3
NS(=O)(=O)c1ccc(NC(=O)c2ccc(-c3ccccc3)cc2)cc1,-32,-3,-4%,0.5,6,10,7,30%,12
COc1ccc(C)cc1S(=O)(=O)N1CCN(C(=O)c2ncoc2-c2cccc(F)c2)CC1,-8,-7,5%,-0.3,-1,-12,-10,-0.5%,-4
Nc1ccc(C(=O)N/N=C\c2ccc(OC(=O)c3ccccc3Cl)cc2)cc1,7,-2,-15%,-2.7,8,2,11,4.9%,6
O=C(N/N=C/c1ccc2c(c1)OCO2)c1cc(-c2ccco2)nc2ccccc12,1,13,·,-0.4,3,-4,8,4.4%,5

# Screens deposited in PubChem by National Center for Advancing Translational Sciences (NCATS).
